NFkB transloc pot: enhancers of NFkB p65 translocation in HUVEC – imaging, IL-1B stimulus, high-content imaging, primary screen | HUVEC IL-1B NFkB p65 nuclear translocation imaging | activation, % at 2 µM | 0.3% of 94,000 active;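 active means activation above 40%, about the mean plus 3 SD, also judged a hit on visual image review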;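 further: percent activation is computed from the nuclear over cytoplasmic p65 intensity ratio; values of inactives mirror those of a sister screen read the other way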
PLAP inhibitors HTS: PLAP enzyme inhibitors, biochemical, luminescence, HTS (AID 690) | purified PLAP, luminescent substrate; higher % means a stronger effect | inhibition, % at 20 µM; hits with a dose series show IC50 in µM | 0.08% of 96,000 active; in the data active means a potency from the dose series; inactive means the rest, 99 in 100 with inhibition below about 30%; further: strong numbers were not always called active
MRP resist rev: reversal of MRP1-mediated doxorubicin resistance, primary screen, H69AR cells, doxorubicin co-treatment | H69AR cells + 2 uM doxorubicin, CellTiter-Glo, 72 h | differential viability (reversal), % at 10 µM | 0.04% of 85,000 active | AID 602, 2007;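 active means viability drop by adding the cancer drug above about 55%, with treated viability meeting a 40% cutoff, limit read from the data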;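 further: viability without doxorubicin minus viability with 2 µM doxorubicin for each compound; larger differential means the compound sensitizes cells more to doxorubicin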
Bcl-B TR3 displacers: displacers of TR3 peptide from Bcl-B, primary screen, selectivity assay for Bfl-1 inhibitor project, biochemical, fluorescence polarization; one-dose displacement, % at 20 µM; IC50 in µM for titrated hits; FP displacement of FITC-TR3 peptide from Bcl-B; higher % means a stronger effect; Bcl-2-like protein 10 (Homo sapiens); 0.11% of 96,000 active; AID 748, 2007;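 active means displacement above 50% at 20 µM plus a fluorescence interference ratio under 1.5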;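 further: plate controls were wells without compound for no effect and wells lacking Bcl-B protein for full effect; a part of the inactive calls stands beside numbers as strong as those of hits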
NFkB transloc inh: inhibitors of IL-1B driven NFkB p65 nuclear import, primary screen, imaging, HUVEC, IL-1B stimulus, high-content imaging; inhibition, % at 2 µM; 0.43% of 94,000 active; AID 796, 2007; HUVEC IL-1B NFkB p65 nuclear translocation imaging;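 active means inhibition above about 30% together with a positive call from visual inspection of the well image, limit read from the data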;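 further: nuclear over cytoplasmic p65 intensity ratio measured by imaging; 0% = IL-1B stimulated DMSO wells and 100% = unstimulated DMSO wells; values of inactives mirror those of a sister screen read the other way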
MRP resist rev cytotoxicity: second read-out of MRP resist rev, no call of its own (marks repeat the call); viability, %; H69AR cells, CellTiter-Glo, 72 h; measured here: cytotoxicity without doxorubicin
MRP resist rev with doxorubicin: recorded beside MRP resist rev, whose call it bears; viability, %; measured here: viability with 2 uM doxorubicin; active compounds read low
NFkB transloc inh cell count 2 µM: further read-out of NFkB transloc inh, marked with its call; cell count; measured here: cells passing quality filter;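 raw number of nuclei counted in each imaged well without normalization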
NFkB transloc pot cell count 2 µM: second read-out of NFkB transloc pot, no call of its own (marks repeat the call); cell count; measured here: cells passing quality filter
Numbers without * were called inactive; x = not tested or not shown.

Values run as follows: PLAP inhibitors HTS, Bcl-B TR3 displacers, MRP resist rev cytotoxicity, NFkB transloc pot cell count 2 µM, MRP resist rev with doxorubicin, NFkB transloc inh, NFkB transloc pot, NFkB transloc inh cell count 2 µM, MRP resist rev
CC(=O)C(C(C)=O)C(NC(=O)c1cccnc1)(C(F)(F)F)C(F)(F)F
    -17%, 7%, 83, 155, 75, -7, 7, 155, 8
Cc1ccc(C(=O)COC(=O)c2cc(Cl)nc3ccccc23)cc1
    12%, -8%, x, 147, x, 3, -3, 147, x
CC(c1nnc(SCC(=O)N2CC(=O)Nc3ccccc32)n1Cc1ccccc1)N(C)C (configuration not stated)
    -104%, 2%, 70, 156, 92, -5, 5, 156, -22
O=C(Cc1ccccc1)Nc1ccc(NC(=O)C2CC2)nc1
    16%, 2%, 72, 107, 76, 4, -4, 107, -5
O=c1cc(C(F)(F)C(F)F)oc2ccccc12
    9%, 3%, 97, x, 100, x, x, x, -3
CSCCC1C(C#N)=C(N)Oc2n[nH]c(-c3cccs3)c21 (configuration not stated)
    -20%, -10%, 107, 108, 95, -22, 22, 108, 12
c1ccc2c(c1)Cc1cc(CN3CCOCC3)ccc1-2
    -16%, -4%, 90, 142, 83, 0, 1, 142, 7
CC(C)CCN=Cc1c(O)n(-c2ccccc2)c(=O)c2ccccc12
    17%, -5%, 82, 165, 93, 5, -5, 165, -12
OCCn1c(CSc2nnc(-c3ccco3)n2-c2ccccc2)nc2ccc(Cl)cc21
    -7%, -2%, 74, 155, 95, -10, 10, 155, -21
Cc1cc(S(=O)(=O)NCCN(C)C)c(C)s1
    -15%, -5%, 86, 213, 89, -10, 10, 213, -3
C=CCNC(=O)c1cccc(Br)c1
    10%, 0%, x, 128, x, -17, 17, 128, x
O=C(CSc1nnc(-c2ccccc2)c(-c2ccccc2)n1)N1CCc2ccccc21
    -5%, -5%, x, 155, x, -8, 7, 155, x
Cc1cc(NO)nc(-c2ccc(Br)cc2)n1
    15%, 0%, 84, x, 103, x, x, x, -19
S=C(NCc1cccnc1)Nc1ccc(Cl)cc1
    18%, 0%, x, 182, x, -20, 20, 182, x
CC(C)(Oc1ccc(Cl)cc1)C(=O)NCCCn1ccnc1
    23%, 3%, 99, 89, 81, 8, -8, 89, 18
COC(=O)Cc1c(C)c2cc(Cl)c(OC(=O)c3ccco3)cc2oc1=O
    11%, -16%, 98, 63, 88, 2, -1, 63, 9
CC(=O)c1ccc(NC(=O)CCC(=O)OCC(F)(F)C(F)F)cc1
    -22%, 2%, 93, 204, 96, 4, -5, 204, -3
Cc1ccnc(NS(=O)(=O)c2ccc(NS(=O)(=O)c3cccs3)cc2)n1
    x, x, x, 84, x, -6, 6, 84, x
CCN(CC)C(=O)C1CCCN(Cc2ccc3c(c2)OCO3)C1 (configuration not stated)
    -7%, 21%, 89, 186, 80, -13, 13, 186, 9
Cc1cc(NC(=O)Cc2cn3ccsc3n2)n(-c2ccccc2)n1
    11%, 1%, 43, 152, 93, -2, 2, 152, -50
COc1ccc(C(O)CNc2ccc(C)cc2)cc1 (configuration not stated)
    9%, 4%, 101, 211, 94, 6, -6, 211, 6
COc1ccc(C2c3c(ccc4ccccc34)Oc3ncn4nc(CO/N=C/c5ccccc5)nc4c32)cc1 (configuration not stated)
    -18%, 3%, 91, 120, 84, -1, 1, 120, 8
COc1ccc(C(=O)C(OC(=O)c2ccc(C)c(NC(C)=O)c2)c2ccccc2)cc1 (configuration not stated)
    -48%, -1%, x, 72, x, 10, -10, 72, x
CC(C)(C)N1C(=O)c2ccc(C(=O)NCc3ccco3)cc2C1=O
    -30%, -1%, 83, 128, 90, -2, 2, 128, -7
COc1cccc(NC(=O)CSc2nnc(C)s2)c1
    24%, -5%, 87, 155, 100, 4, -4, 155, -13
O=c1ccc(Cl)cn1Cc1ccccc1F
    x, x, 98, 148, 96, -16, 16, 148, 2
CCOC(=O)c1c(NC(=O)c2cc(CC(C)C)on2)sc(C(C)=O)c1C
    -2%, 5%, 86, 63, 77, -22, 22, 63, 9
CCCSc1nnc2n(C)c(=O)c3c4c(sc3n12)CCC4
    -74%, 8%, 61, x, 57, x, x, x, 4
CCn1c(CNC(=O)COc2ccc(C(C)C)cc2)nnc1SCC(=O)Nc1ccccc1F
    -100%, -6%, x, 167, x, -13, 13, 167, x
Cc1cc(C)c(C)c(S(=O)(=O)Nc2ccc(O)cc2)c1C
    5%, -10%, 91, 121, 83, 0, 0, 121, 8

Next section:
Values run as follows: PLAP inhibitors HTS, Bcl-B TR3 displacers, MRP resist rev cytotoxicity, NFkB transloc pot cell count 2 µM, MRP resist rev with doxorubicin, NFkB transloc inh, NFkB transloc pot, NFkB transloc inh cell count 2 µM, MRP resist rev
Cc1ccc(C(=O)N/C(=C\c2cccs2)C(=O)NCc2ccncc2)cc1
    14%, 2%, x, 116, x, 3, -3, 116, x
CCOC(=O)c1c(OCC)[nH]c2c1cc(O)c1ccccc12
    3%, 4%, 71, 108, 74, -6, 6, 108, -3
O=C(NCc1nnc(SCC(=O)N2CCN(c3ccccc3)CC2)o1)c1ccco1
    x, x, 106, 116, 91, -4, 4, 116, 15
N#C/C(=C\c1ccc(O)c(O)c1)S(=O)(=O)c1ccccc1
    4.1µM*, 3%, x, 99, x, 5, -5, 99, x
COc1cc(CNCCSc2nnnn2C)cc(Br)c1OCc1ccc(F)cc1
    -82%, -7%, x, 202, x, -4, 4, 202, x
Cc1ccc(S(=O)(=O)N2CCN(c3nc4ccccc4nc3-n3nc(C)cc3C)CC2)cc1
    -34%, -3%, 82, 167, 80, -10, 10, 167, 2
COc1cc(CNc2ncn[nH]2)cc(Br)c1OC
    -153%, -4%, 92, 190, 89, 2, -2, 190, 3
CCOC(=O)C1CCN(C(=O)N2CCOCC2)CC1
    12%, 8%, 101, 133, 92, 0, 0, 133, 9
CNC(=S)N1CCN(c2c(F)cc3c(=O)c(C(=O)O)cn(C4CC4)c3c2OC)CC1C (configuration not stated)
    3%, -4%, 91, 183, 101, -4, 4, 183, -10
CCCc1[nH][nH]c(=O)c1C(c1cccc(Cl)c1)C(C#N)C#N (configuration not stated)
    -75%, 0%, 17, 154, 66, -34, 35, 154, -49
Cc1cc(C=O)c(C)n1-c1ccc(N2CCCC2)c([N+](=O)[O-])c1
    12%, 7%, x, 117, x, -24, 25, 117, x
CC1CCCCN1C(=O)CSc1nc(N)cc(=O)[nH]1 (configuration not stated)
    -4%, -1%, x, 170, x, 1, -1, 170, x
CCOC(=O)N1CCC(N(C(=O)Nc2ccccc2)C(C)CC)CC1 (configuration not stated)
    8%, -11%, 88, 123, 84, -20, 20, 123, 5
Brc1cccc(OCCOCCn2ccnc2)c1
    1%, -5%, 101, x, 102, x, x, x, -2
Cc1cc(C)c2c(n1)nn1c(-n3ccnc3)cc(C)nc21
    -3%, 6%, 75, x, 85, x, x, x, -10
COc1ccc(-c2nn(-c3ccccc3)cc2/C=C2/SC(=S)N(Cc3ccco3)C2=O)c(C)c1
    -8%, -80%, x, 192, x, 7, -7, 192, x
O=C(O)c1cc(S(=O)(=O)Nc2ccc3oc(=O)sc3c2)ccc1O
    -7%, 8%, 95, 91, 101, 8, -8, 91, -6
O=C(NCc1ccco1)C1CCCN(S(=O)(=O)c2ccc(-n3cnnn3)cc2)C1 (configuration not stated)
    -44%, 0%, 98, x, 74, x, x, x, 24
CNC(=O)CN(c1ccc2c(c1)OCCO2)S(C)(=O)=O
    11%, 11%, 96, 63, 87, -26, 26, 63, 9
Cc1cccc(N2CCN(C(=O)c3ccncc3)CC2)c1C
    1%, -2%, 21, 163, 61, -18, 18, 163, -40
COC(=O)C1=C(C)N=c2s/c(=C/c3cccs3)c(=O)n2C1c1ccc(F)cc1 (configuration not stated)
    x, x, 101, 147, 98, 3, -3, 147, 3
Brc1ccc(-c2nn3c(-c4ccccn4)nnc3s2)o1
    -3%, 35%, x, 111, x, -3, 3, 111, x
COC(=O)C1=C(C)Nc2ncnn2C1c1ccc(C)o1 (configuration not stated)
    8%, -1%, x, 54, x, -4, 4, 54, x
Cc1cc(=O)[nH]c(Nc2cccc(C(F)(F)F)c2)n1
    -33%, -18%, 76, 163, 85, -14, 15, 163, -10
CC(NC(=O)c1ccco1)C1CCCO1 (configuration not stated)
    -6%, -8%, 99, 165, 91, 4, -4, 165, 8
O=C(CSc1ccccc1C(=O)O)Nc1cccc(C(=O)O)c1
    8%, 4%, 100, x, 95, x, x, x, 6
CCCCOc1ccc(NC(=O)C(=O)NCCC2=CCCCC2)cc1
    75%, -11%, 85, 165, 75, 4, -4, 165, 10
CCC1(C(=O)c2ccccc2)C2c3cc(Br)ccc3OC(=O)C21C(=O)N1CCOCC1 (configuration not stated)
    -52%, -6%, x, 136, x, 5, -5, 136, x
O=C(NCc1ccccc1)c1c(F)c(F)c(F)c(F)c1F
    -22%, 6%, 94, 191, 89, -10, 10, 191, 5
O=C(Nc1ccc(OCc2ccccc2)cc1)c1cccnc1
    10%, 16%, 88, 190, 92, 0, 0, 190, -4

Other results
Values run as follows: PLAP inhibitors HTS, Bcl-B TR3 displacers, MRP resist rev cytotoxicity, NFkB transloc pot cell count 2 µM, MRP resist rev with doxorubicin, NFkB transloc inh, NFkB transloc pot, NFkB transloc inh cell count 2 µM, MRP resist rev
Cc1cc2n(n1)SC(Nc1ccc(F)c(Cl)c1)N2 (configuration not stated)
    x, x, 95, 171, 90, 0, 0, 171, 5
CS(=O)(=O)Nc1ccccc1C(=O)Nc1ccc2c(c1)OCCO2
    17%, -6%, 100, 121, 86, 2, -2, 121, 14
CCOC(=O)N1CCN(c2c(NCc3cccs3)c(=O)c2=O)CC1
    9%, 3%, 31, 168, 64, 6, -6, 168, -33
O=C(Nc1ccccn1)[C@@H]1CCC(=O)N1C(=O)OCc1ccccc1
    -17%, 5%, 98, x, 108, x, x, x, -10
CCCNC(=O)CN(C)C(=O)c1n[nH]c2ccccc12
    8%, -2%, 91, 121, 111, 5, -5, 121, -20
COC(=O)c1cc(NC(=O)Cn2c(=O)cnc3ccccc32)cc(C(=O)OC)c1
    0%, -17%, 75, 119, 70, 6, -6, 119, 6
Cc1cccnc1NC(=O)CCCN1C(=O)c2ccccc2C1=O
    6%, -4%, 101, 138, 102, 4, -4, 138, -1
Cc1ccc(C)c(-n2c(CNC(=O)c3ccco3)nnc2SCC(=O)N2CCc3ccccc32)c1
    -8%, 5%, 78, 195, 87, -12, 12, 195, -8
CCn1c(=O)c2c(nc3n2CC(C)CN3CCc2ccccc2)n(C)c1=O (configuration not stated)
    -37%, 0%, 79, 149, 64, -30, 30, 149, 15
O=C(O)c1ccc2c(c1)-c1nc3ccccc3n1C2=O
    16%, -19%, x, 158, x, 1, -1, 158, x
CCOc1nc(Nc2ccc(OC)c(Cl)c2)nc(N2CCN(c3ccc(OC)cc3)CC2)n1
    -36%, 6%, 78, 143, 69, -5, 5, 143, 9
COc1ccccc1NC(=S)NC(=O)c1ccc(-c2ccc(Cl)cc2)o1
    3%, 4%, x, 162, x, -18, 18, 162, x
COc1ccccc1NC(=O)CSc1nc2ccccc2cc1Cc1ccccc1
    17%, -16%, x, 133, x, -7, 7, 133, x
CCn1cc(C(=O)N2CCOCC2)c(=O)c2cc(S(=O)(=O)N(C)C)ccc21
    2%, -11%, 96, x, 90, x, x, x, 6
COc1cc(OC)cc(C(=O)NCc2nc(-c3ccccc3)no2)c1
    12%, 4%, 95, 168, 79, -7, 7, 168, 16
O=C(NCc1ccccn1)C1CCN(S(=O)(=O)c2ccccc2)CC1
    -10%, -9%, 94, 108, 94, 1, -1, 108, 0
O=C(c1ccc(COCC(F)(F)F)o1)N1CCCCCC1
    -7%, -4%, 89, 114, 86, -2, 2, 114, 3
O=C(CSc1nc2ccccc2c(=O)n1-c1ccc(Cl)cc1)c1ccco1
    10%, -4%, 70, 112, 73, -3, 3, 112, -3
CCOC(=O)c1nnc(-c2ccc(C)cc2)nc1Oc1ccccc1Cl
    9%, -2%, x, 140, x, 8, -8, 140, x
CCOc1ccc(NC(=O)Cn2nnc(C(=O)NCc3ccccc3OC)c2N)cc1
    17%, 0%, 94, 194, 93, 3, -3, 194, 1
CCc1ccccc1NC(=O)c1cnc2scc(C)n2c1=O
    x, x, 83, 61, 85, -3, 3, 61, -2

A portion of the library (hit frequency here may not be typical).
